Compound activity as filed in PubChem BioAssay.
PG9 Ab binder = PG9 antibody binding by small molecule; TR-FRET gp120-PG9 antibody binding; inhibition, % at 6.7 µM; 360,000 tested, 0.43% active; AID 624416; in the data active = inhibition above about 8.5%
mABHD4 FP = ABHD4 (mouse) inhibition, primary FP screen | Q8VD66 | purified mABHD4, FP-Rh probe fluorescence polarization | inhibition, % at 8.92 µM | 370,000 tested, 0.54% active | AID 720543;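 active = inhibition exceeding the mean over every tested compound plus 3 SD, cut at about 30% in these data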;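 also: 0% = plate median of compound wells and 100% = S159A mutant with DMSO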
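System: mouse ABHD4 enzyme, wild type / Medium: HEPES pH 7.0, NaCl, Pluronic buffer / Reagent: FP-Rh activity-based fluorescent probe / Control set: S159A mutant high control, sample median low control / Detection: fluorescence polarization with parallel and perpendicular emission, 525/598 nm / Schedule: 45 min + 60 min at 25 °C / Compound dosing: 8.92 µM, single dose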
ARFGAP1 inh = inhibits rat ARF GTPase activating protein 1; 360,000 tested, 0.26% active; inhibition, % at 16.5 µM; Q62848; Arfgap1-stimulated ARF1 GTP hydrolysis, GDP FP detection;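 active = inhibition above a per-plate limit, mean inhibition of low control wells plus 3 SD, cut at about 25% in these data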;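 also: 0% = DMSO wells with enzyme and 100% = wells lacking Arfgap1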
Target sequence (Q62848 1-136 limits assumed): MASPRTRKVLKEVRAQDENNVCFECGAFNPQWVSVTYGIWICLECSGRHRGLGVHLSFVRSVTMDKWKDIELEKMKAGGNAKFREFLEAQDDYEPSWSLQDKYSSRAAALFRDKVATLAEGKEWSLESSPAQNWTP
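system = rat Arfgap1 catalytic domain, aa 1-136 | technique = FP, GDP Alexa 633 tracer displaced from anti-GDP antibody, 620/688 nm | compound = one concentration, 16.5 µM, DMSO 1.26% | medium = HEPES-based buffer, pH 7.5 | timing = compound-enzyme preincubation 20 min, reaction 120 min, detection 60 min, 25 °C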
SMARCA2 activ = SMARCA2 function activation, primary screen; activation, % at 9.1 µM; 370,000 tested, 1% active; MG213 cells, MMTV-luciferase reporter, dexamethasone, overnight; AID 652017; in the data active = activation above about 7.8%;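 also: 0% = vehicle wells and 100% = reference activator wells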
GC-B act = GC-B (human) receptor activation; P20594; HEK293-GC-B cells, CNP EC30, cGMP TR-FRET; 0% at EC30 CNP, 100% saturating CNP; activation, % at 10 µM; 370,000 tested, 0.11% active;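 active = activation at 10 µM reaching about 35% in either raw or pattern-adjusted values, limit read from the data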
rCAG binder = molecules binding r(CAG) RNA repeats; r(CAG) RNA repeat, TO-PRO-1 dye displacement fluorescence; inhibition, % at 3 µM; 370,000 tested, 1.3% active;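 active = inhibition above the plate cutoff, the mean of all test compounds on that plate plus 3 SD, cut at about 35% in these data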;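 also: 0% = DMSO alone and 100% = 100 µM mitoxantrone as full dye displacement; higher means more dye released from RNA so lower well fluorescence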
HTRA1 inh = inhibitors of human serine peptidase HTRA1. Q92743. recombinant HTRA1, FP-rhodamine activity-based probe, fluorescence polarization. inhibition, % at 5.96 µM. 340,000 tested, 0.5% active; in the data active = inhibition above about 36%;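 also: 0% = enzyme with DMSO and 100% = wells lacking enzyme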
Target sequence (Q92743 whole entry, looked up): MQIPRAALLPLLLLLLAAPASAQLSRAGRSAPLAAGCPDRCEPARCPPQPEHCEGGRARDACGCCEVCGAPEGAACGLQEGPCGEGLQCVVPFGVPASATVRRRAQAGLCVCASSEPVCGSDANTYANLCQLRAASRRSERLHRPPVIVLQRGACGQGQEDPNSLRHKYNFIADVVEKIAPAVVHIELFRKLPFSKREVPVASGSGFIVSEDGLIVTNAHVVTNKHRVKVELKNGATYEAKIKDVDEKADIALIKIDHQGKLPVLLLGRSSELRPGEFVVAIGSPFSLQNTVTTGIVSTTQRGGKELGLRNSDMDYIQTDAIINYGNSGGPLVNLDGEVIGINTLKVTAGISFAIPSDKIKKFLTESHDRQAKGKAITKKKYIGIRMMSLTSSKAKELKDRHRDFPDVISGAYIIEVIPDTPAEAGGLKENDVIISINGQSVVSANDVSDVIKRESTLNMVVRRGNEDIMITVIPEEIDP
GC-A act = GC-A (human) enzyme activation; P16066; 370,000 tested, 0.14% active; HEK293 GC-A cells, cGMP TR-FRET, EC30 ANP; 0% at EC30 ANP, 100% saturating ANP; activation, % at 10 µM; in the data active = activation above about 40%
ASAP1 inh = inhibitors of human ASAP1 ArfGAP activity; Q9ULH1; ASAP1-stimulated ARF1 GTP hydrolysis, GDP FP detection; inhibition, % at 16.5 µM; 360,000 tested, 0.19% active; in the data active = inhibition above about 25%;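 also: 0% = vehicle with enzyme and substrate and 100% = no enzyme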
Target sequence (Q9ULH1 325-724 limits assumed): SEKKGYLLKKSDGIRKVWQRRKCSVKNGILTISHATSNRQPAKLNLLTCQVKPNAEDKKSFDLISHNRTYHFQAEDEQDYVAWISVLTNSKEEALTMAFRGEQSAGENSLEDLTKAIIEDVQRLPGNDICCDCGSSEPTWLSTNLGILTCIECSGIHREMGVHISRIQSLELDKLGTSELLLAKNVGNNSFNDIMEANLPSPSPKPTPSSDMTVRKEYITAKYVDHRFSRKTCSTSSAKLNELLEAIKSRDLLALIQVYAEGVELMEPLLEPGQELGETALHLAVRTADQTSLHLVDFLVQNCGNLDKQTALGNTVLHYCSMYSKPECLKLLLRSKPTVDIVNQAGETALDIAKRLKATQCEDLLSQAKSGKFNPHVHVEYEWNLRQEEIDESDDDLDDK
Rev-erbA mod = Rev-erb alpha (human) modulation. P20393. Rev-erbα–FITC-DNA binding, fluorescence polarization, 90 min. activity, % at 10 µM. 370,000 tested, 0.79% active;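 active = activity above about 14%, limit read from the data; passing the limit was not always enough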;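 also: 0% = DMSO wells with 35 nM protein and 100% = DMSO wells with 750 nM protein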
* hit, by the source's call; nt = no result given.

nr	SMILES	PG9 Ab binder	mABHD4 FP	ARFGAP1 inh	SMARCA2 activ	GC-B act	rCAG binder	HTRA1 inh	GC-A act	ASAP1 inh	Rev-erbA mod
1	CCOc1ccc(OCc2ccc(C(=O)NCc3cccnc3)o2)cc1	0.5	3	-7	2	5	0	-3	-4	6	3
2	O=C(Nc1ccc(N2CCN(C(=O)c3ccco3)CC2)c(Cl)c1)c1c(F)c(F)c(F)c(F)c1F	-3.6	-10	3	-1	-3	10	-29	2	-7	-4
3	CCCc1nc2ccc(NC(C)=O)cc2c(=O)n1Cc1ccc(Cl)cc1	-1.3	1	9	5	-2	0	-8	-1	28*	-5
4	CC(C)c1ccccc1OCC(=O)Nc1cc(S(=O)(=O)N2CCOCC2)ccc1N1CCCC1	0.9	-6	8	-2	4	2	-23	-1	-11	-4
5	O=C(CCN1CCN(CCO)CC1)Nc1cccc(Br)c1	0.9	-1	0	-1	-2	-2	5	1	-6	-2
6	O=C(NCc1cccnc1)c1ccc(COc2ccccc2Cl)o1	0.1	3	-1	-4	-2	-3	-5	4	-10	0
7	CC(NC(=O)COc1ccccc1Cl)c1ccccc1 (stereo unspecified)	-0.7	0	-3	-5	-4	-7	10	3	0	-2
8	CCCN(C(=O)CCCSc1nc2ccccc2[nH]1)c1c(N)n(Cc2ccccc2)c(=O)[nH]c1=O	0.4	8	-11	-1	9	-5	0	7	0	-6
9	COc1ccc(C(CC(=O)NC(C)c2ccc(-c3ccccc3)cc2)NC(C)=O)cc1 (stereo unspecified)	-1.1	1	11	-1	1	-2	1	-2	8	-1
10	O=C(CCc1nnc(CCCCc2ccccc2)o1)NCCCc1cccnc1	1.4	0	19	-3	3	-8	4	-2	3	-4
11	CC12CC3CC(C)(C1)CC(C(=O)NC1=NCCS1)(C3)C2	-0.3	10	-6	-1	2	-2	-1	0	7	-5
12	CC1(C(=O)NCc2ccccc2)CCC(=O)N1CC(F)(F)F (stereo unspecified)	-0.2	0	11	-4	0	-3	nt	1	3	2
13	C#CCOCCOCCOCCNc1nc(N2CCOCC2)nc(N2CCN(C(=O)CCCCCCCCCCNC(=O)[C@H](CO)n3cc(CCCSC)nn3)CC2)n1	-0.9	3	6	-1	-5	-3	-6	-2	4	-5
14	CCN1CCN(C(=O)c2cc(COc3ccc(F)cc3F)on2)[C@@H](C)C1=O	0.1	3	0	-4	9	-2	4	-1	4	0
15	CN(C)c1ccc(NC(=O)CSc2nc(C3CC3)nc3ccccc23)cc1	-3.8	0	2	-2	0	-1	0	1	-10	1
16	CCCCCCCCN1C(=O)[C@@H](CC(=O)N2CCC(c3ccccc3)CC2)C[C@@]2(C(=O)OC)C1=C[C@H](C(C)C)O[C@@H]2C1CC1	nt	8	nt	-1	1	18	nt	2	nt	0
17	O=C(NNC(=O)C1CCN(S(=O)(=O)c2ccccc2)CC1)c1ccccc1O	-1.1	11	-10	1	4	5	-2	3	4	-9
18	Cc1nc(=S)c2c([nH]1)-c1ccccc1CC21CCCCC1	0.2	0	-2	-1	1	1	nt	-3	-17	2
19	CCO[C@H]1OC(C(=O)Nc2ccccc2)=C[C@@H](C)[C@@H]1CCCO	-0.4	0	-2	3	0	-4	-1	2	-2	-2
20	Cc1ccc(S(=O)(=O)N2CCOCC2)cc1NC(=O)CN1CCN(c2ccc(O)cc2)CC1	-1.2	18	2	-3	4	4	6	-3	0	8
21	Cc1ccc(S(=O)(=O)Nc2ccc3c(c2)c2c(n3S(=O)(=O)c3ccc(C)cc3)CCCC2=O)cc1	-2.1	-4	-10	0	7	2	-8	-2	12	-7
22	Cc1cc(C(C)(C)C)cc(C)c1N	0.4	4	3	-2	3	0	2	1	-2	-9
23	COC(=O)C1=C(N)OC2=C(C(=O)CC(C)(C)C2)C1c1cccnc1 (stereo unspecified)	-0.8	-1	-1	0	2	-4	1	-4	-11	1
24	O=C(CC(CC(=O)c1ccccc1)c1ccccc1)c1ccccc1	0.6	-10	-4	-3	-2	-2	-30	-9	-1	-4
25	O=C(N/N=C/c1ccccc1)c1ccc2c(c1)OCO2	-0.1	1	7	3	2	-3	-8	3	-10	1
26	COc1ccccc1CN1C(=O)CCC1(C)C(=O)NC1CCCCCC1 (stereo unspecified)	-1.6	5	5	-1	0	-7	5	-3	-2	-3
27	COc1ccc(OCCCCN2CCC(C)CC2)cc1	-0.9	0	3	-2	-1	0	-12	-1	-6	-3
28	C=CCCC(=O)N1CCC(C(=O)NCC2COc3ccccc3O2)CC1 (stereo unspecified)	nt	0	nt	1	-7	4	nt	0	nt	2
29	O=C(Nc1cc(S(=O)(=O)N2CCCCCC2)ccc1OCC(F)(F)F)C1CCC1	-0.7	1	1	3	1	-2	2	-3	-18	2
30	Cc1ccc(N(C)C(=O)CC(C)S(=O)(=O)c2ccc3c(c2)NC(=O)CO3)cc1 (stereo unspecified)	-1.7	0	1	0	8	-3	3	2	0	-3
31	COc1ccc(C2=C(c3ccc(OC)c(OC)c3)CN3CCCCC3C2)cc1 (stereo unspecified)	-1.0	0	-2	0	-12	0	1	-14	-2	8
32	COC(=O)CSc1nnc(NC(=O)CCc2ccccc2)s1	0.0	-4	12	-2	-4	-2	4	13	-15	-3
33	CN(C(=O)/C=C/c1ccccc1)C1CCS(=O)(=O)C1 (stereo unspecified)	-0.7	2	-13	0	-2	-3	1	0	0	-1
34	COC(CNC(=O)CCc1c(C)nc2c(-c3ccccc3)c(C)nn2c1C)OC	0.5	-1	13	0	-2	-7	-2	-1	9	2
35	CCOC(=O)c1sc(NC(=O)CSc2n[nH]c(C)n2)nc1C	-2.3	0	-8	1	-6	-2	3	-2	-6	0
36	Nc1ccc(Oc2ccc3c(c2)OCO3)cc1	-2.0	-5	1	0	1	0	-1	6	-9	-2
37	CCN1CCN(C(=S)NC(=O)c2cc(OC)c(OC)c(OC)c2)CC1	1.3	8	0	-2	0	2	4	1	0	10
38	O=C(NCCN1CCCC1)C1COc2ccccc2O1 (stereo unspecified)	0.3	2	11	0	5	0	-2	2	17	-1
39	N#CNC(=Nc1ccccc1)SCc1ccc(C(=O)O)cc1	-1.5	-8	7	-3	7	4	5	-3	0	3
40	Cc1nc(-c2ccc(NC(=O)c3ccccc3C)cc2)cs1	-3.0	-4	12	3	-1	-1	-4	2	-1	2
41	COc1ccc(-n2c(SCC(=O)NC3CCCCC3)nc3ccsc3c2=O)cc1	1.1	1	7	-2	6	0	-4	7	-2	49*
42	Cc1ccc(C(=O)C2=C(O)C(=O)N(Cc3cccnc3)C2c2cccc(Oc3ccccc3)c2)o1 (stereo unspecified)	48*	7	-10	-3	1	20	nt	18	-9	-3
43	O=C(COC(=O)CSc1ccc2ccccc2c1)NC1CCCC1	-2.0	4	13	1	-5	-2	8	3	-2	-2
44	C[C@H](NC(=O)c1nc[nH]c1C(=O)N1CCN(c2ccccc2)CC1)c1ccccc1	1.2	4	12	1	0	-5	-5	4	10	0
45	COCCNC(=O)C1CCCN(C(=O)c2oc3ccccc3c2C)CC1 (stereo unspecified)	-1.8	0	-3	-1	2	1	nt	0	-8	4
46	CC1(C)Cc2c(sc3ncn4nc(CCC(=O)O)c(=O)nc4c23)CO1	0.8	3	-6	-3	4	3	-3	3	-3	0
47	COC(=O)C1CN(C(=O)C(C)Oc2cccc(C)c2C)c2ccccc2O1 (stereo unspecified)	-0.9	-11	4	-2	-1	-8	-7	-3	2	0
48	CN(c1ccccc1)S(=O)(=O)c1cccc(NC(=O)c2ccc(Cl)c([N+](=O)[O-])c2)c1	-0.9	-78	7	-2	-2	9	-63	-2	-6	-1
49	Cc1ccnc(SCCn2c(N3CCOCC3)nc3c2c(=O)[nH]c(=O)n3C)n1	-1.6	2	-8	1	4	-2	-8	3	-2	6
50	O=C1/C(=C/c2ccccc2)SC(=S)N1N1C(=O)C2CC2C1=O (stereo unspecified)	-0.2	-3	-6	1	-5	7	-1	1	-1	-6

Remaining list, next part:
nr	SMILES	PG9 Ab binder	mABHD4 FP	ARFGAP1 inh	SMARCA2 activ	GC-B act	rCAG binder	HTRA1 inh	GC-A act	ASAP1 inh	Rev-erbA mod
51	O=c1c2ccccc2nc2n1C(CSc1ccc(F)cc1)CN2 (stereo unspecified)	0.8	10	19	-1	-6	2	0	-2	9	-3
52	Cn1nc(CC(=O)Nc2ccc3c(c2)CCC3)c2ccccc2c1=O	-1.2	1	-3	2	-3	0	0	-2	-4	20*
53	COc1cc(/C=N/NC(=O)Cn2cnc3ccccc3c2=O)ccc1O	-2.6	4	6	-3	6	3	6	3	8	-6
54	CC(=O)N1CCN(C(=O)c2ccc(Cl)c(S(=O)(=O)N3CCCC3)c2)CC1	1.8	2	7	-6	3	1	3	-3	-15	0
55	CNC(=S)N1CCN(c2nc(-c3ccc(F)cc3)cs2)CC1	0.7	-3	-12	-2	-11	7	-6	2	11	0
56	CCC(C)c1ccc(NC(=O)CN(C)CC(=O)Nc2cccc(OC)c2)cc1 (stereo unspecified)	1.2	0	-9	-3	-2	-2	-4	3	0	4
57	O=C(O)Cc1sc(=O)[nH]c1O	-0.8	-2	4	-5	4	1	2	3	2	-2
58	COc1cc(-c2nnc(SCC(=O)N(Cc3ccccc3)C(C)(C)C)o2)cc(OC)c1OC	-1.5	2	-4	-2	-1	-3	-18	1	-10	-2
59	Cc1cc(NC(=O)CCN2CCN(CCO)CC2)ccc1Br	-0.7	3	0	5	-3	2	9	-1	-7	4
60	CCCN1CCC(=O)N([C@H](CSc2ccc(Br)cc2)c2ccccc2)CC1	-2.2	6	6	4	-2	-4	-1	-1	-9	2
61	CC1CCCCN1C(=O)COC(=O)CNC(=O)c1sc2ccccc2c1Cl (stereo unspecified)	2.9	0	-1	-2	0	-7	-3	2	0	3
62	CN(C(=O)c1cccc(Br)c1)C1CCS(=O)(=O)C1 (stereo unspecified)	1.7	-6	-8	2	7	-2	0	3	-8	0
63	c1ccc(N2CCN(CC3CCCCC3)CC2)cc1	0.2	3	-2	-1	-3	-7	4	0	17	3
64	COc1ccccc1Nc1ccc(Nc2ccccc2OC)nn1	-2.9	14	-2	5	0	0	7	-2	5	-1
65	O=C(CSc1nnc(Nc2ccccc2F)s1)NC1CCS(=O)(=O)C1 (stereo unspecified)	-0.9	3	-5	3	6	-1	6	1	3	1
66	Cc1nn(C)c(C)c1/C=C/C(=O)c1ccc(Cl)cc1Cl	-0.8	6	1	-3	-1	-5	2	5	4	7

Structures shown so far that contain a tert-butyl group:
nr	SMILES	PG9 Ab binder	mABHD4 FP	ARFGAP1 inh	SMARCA2 activ	GC-B act	rCAG binder	HTRA1 inh	GC-A act	ASAP1 inh	Rev-erbA mod
22	Cc1cc(C(C)(C)C)cc(C)c1N	0.4	4	3	-2	3	0	2	1	-2	-9
58	COc1cc(-c2nnc(SCC(=O)N(Cc3ccccc3)C(C)(C)C)o2)cc(OC)c1OC	-1.5	2	-4	-2	-1	-3	-18	1	-10	-2

Compounds listed so far that have a CF3 group:
nr	SMILES	PG9 Ab binder	mABHD4 FP	ARFGAP1 inh	SMARCA2 activ	GC-B act	rCAG binder	HTRA1 inh	GC-A act	ASAP1 inh	Rev-erbA mod
12	CC1(C(=O)NCc2ccccc2)CCC(=O)N1CC(F)(F)F (stereo unspecified)	-0.2	0	11	-4	0	-3	nt	1	3	2
29	O=C(Nc1cc(S(=O)(=O)N2CCCCCC2)ccc1OCC(F)(F)F)C1CCC1	-0.7	1	1	3	1	-2	2	-3	-18	2
